Compound activity from PubChem.
NCI-60 one-dose screen, 48 h, at 10 µM unless noted. Numbers give growth in % (100 = growth as untreated, 0 = no growth, -100 = all killed).
HL-60(TB): HL-60(TB) leukemia cells | 9% of 78,000 active; active means growth percent below 10
Numbers without * were called inactive; & = joins results of further samples. Some of the compounds tested, so the mix of outcomes need not match the whole.

nr	structure	HL-60(TB)
1	CCOc1ccccc1/C=C/C(=O)CCC(=O)O	102.2
2	C#CCN1C(=O)/C(=c2\sc3n(c2=O)NC2C(N=3)N(CC)C(=O)N2CC)c2ccccc21 (configuration not stated)	-34.3*
3	C=C1C(=O)O[C@H]2[C@H]1CC/C(C(=O)NCCOCCOCC(=O)Nc1ccc(OC)c(C(N)=O)c1O)=C\CC[C@@]1(C)O[C@@H]21	81.3
4	Cc1cc(N2CCCCCC2)nc(NC2CCCC(Nc3ccnc4cc(Cl)ccc34)C2)n1 (configuration not stated)	-71.3*
5	O=C(CC1(O)C(=O)Nc2ccc(F)cc21)c1ccc(NS(=O)(=O)c2ccccc2)cc1 (configuration not stated)	98.4
6	COc1ccc(-c2nc3sc(-c4ccccc4)c(-c4ccccc4)n3c2/C=C/C(=O)c2ccccn2)cc1	50.5
7	CCCCCCCCc1ccc(OCCOC(=O)/C=C\C(=O)NC(N)=O)cc1	89.4
8	c1ccc(-c2cc3ccccc3[nH]2)cc1	90.8
9	Cc1cc(C)n(C(=O)c2sc(=S)n(-c3ccccc3)c2/N=C2\NC(=O)CS2)n1	91.5
10	COc1ccc2nc(NC(=O)c3ccc(N(C)C)cc3)sc2c1	51.5
11	Cc1ccc(S(=O)(=O)NN=C(c2ccc(Cl)cc2)c2ccc(S(C)(=O)=O)cc2)cc1	88.6
12	COc1ccc2nc(-c3nonc3N)[nH]c2c1	102.3
13	CCCCCCCCCCCCSCCc1ccccc1	81.4
14	O=C(/C=C/c1cn(-c2ccccc2)nc1-c1ccccc1)OCc1cn(-c2cccc(Cl)c2)nn1	81.9
15	COc1cc(-c2nc(-c3ccc(-c4nc5ccc(Cl)cc5[nH]4)cc3)no2)cc(OC)c1OC	85.9
16	O=C(O)c1ccc(C(Cl)(Cl)Cl)cc1	75.6
17	CCOC(=O)c1cc(C(C)=O)c2cc(C)ccn12	107.7
18	CC(=O)Nc1ccc(/C(C#N)=C/c2ccc(N(C)CCC#N)cc2)cc1	93.1
19	CC(=O)c1cccc(NC(=O)c2ccc(-c3cccc([N+](=O)[O-])c3)o2)c1	97.5
20	CCOc1ccc(-c2nonc2-[n+]2noc(=O)[nH]2)cc1	104.9
21	Nc1ncnc2c1N=C(c1ccc3c(c1)OCO3)CC(c1ccc([N+](=O)[O-])cc1)N2N=O (configuration not stated)	21.7
22	O=C1NC(=O)/C(=C\c2ccc(OCC(=O)N3C(=O)c4ccccc4S3(=O)=O)cc2)S1	71.0
23	O=C(/C=C/c1ccc2ccccc2c1)Nc1ncc(Cc2ccccc2)s1	94.4
24	CC1(C)CCC(=O)O1	89.7
25	CCCCC1CO1 (configuration not stated)	94.4
26	NC(=O)C(F)(F)F	112.2
27	Brc1cc2c(c3ccccc13)N1O[C@@H](C2)C[C@H]1c1ccco1	99.9
28	O=C(Nc1ccccc1)Nc1cccc(Oc2nnc(Cl)c3ccccc23)c1	12.1
29	CC(C)c1ccc(O)cc1	133.6
30	O=C(c1ccccc1)C1CCC=C1c1ccccc1 (configuration not stated)	108.8

In the list so far, these contain a Cl atom:
nr	structure	HL-60(TB)
4	Cc1cc(N2CCCCCC2)nc(NC2CCCC(Nc3ccnc4cc(Cl)ccc34)C2)n1 (configuration not stated)	-71.3*
11	Cc1ccc(S(=O)(=O)NN=C(c2ccc(Cl)cc2)c2ccc(S(C)(=O)=O)cc2)cc1	88.6
14	O=C(/C=C/c1cn(-c2ccccc2)nc1-c1ccccc1)OCc1cn(-c2cccc(Cl)c2)nn1	81.9
15	COc1cc(-c2nc(-c3ccc(-c4nc5ccc(Cl)cc5[nH]4)cc3)no2)cc(OC)c1OC	85.9
16	O=C(O)c1ccc(C(Cl)(Cl)Cl)cc1	75.6
28	O=C(Nc1ccccc1)Nc1cccc(Oc2nnc(Cl)c3ccccc23)c1	12.1

The main list resumes; the two compounds before the break are reprinted first.
nr	structure	HL-60(TB)
29	CC(C)c1ccc(O)cc1	133.6
30	O=C(c1ccccc1)C1CCC=C1c1ccccc1 (configuration not stated)	108.8
31	O=C(O)CCCSc1nc(-c2ccc(Cl)cc2)cc(-c2ccc(Cl)cc2)n1	99.0
32	CC1SC(c2ccccc2[N+](=O)[O-])N(NC(=O)CCC(=O)c2nc3ncccc3[nH]2)C1=O (configuration not stated)	101.4
33	COc1ccc(COc2ccc(/C=C3\C(=O)Nc4ccc(Cl)cc43)cc2)cc1	97.1
34	CCNC(=O)C#Cc1ccc2c(C(=Nc3ccc(CN(C)C)cc3)c3ccccc3)c(O)[nH]c2c1	-7.1*
35	c1c[nH]cn1	115.4
36	CC(=O)C(C)(NCc1ccccc1)c1ccccc1 (configuration not stated)	72.7
37	C#Cc1nc(/C=C/C(=O)NO)cs1	-58.7*
38	O=C(/C=C/c1ccc(Cl)cc1)c1nc2ccccc2n1Cc1ccc(Br)cc1	35.8
39	O=C1CCC(=O)CC1	97.7
40	CCSC(=Nc1ccc(C)cc1)NC(=O)c1cccs1	94.4
41	Cc1nc(C#N)c(N2C[C@@H]3C[C@@H](C2)c2cccc(=O)n2C3)o1	86.8
42	COc1ccc(C(=O)C(C)Br)cc1OC (configuration not stated)	96.7
43	O=C(O)CCC(=O)c1ccc(Oc2ccccc2)cc1	106.0
44	CNC(=O)c1cc(-c2ccc(NC(=O)Nc3ccc(N4CCOCC4)c(C(F)(F)F)c3)cc2)nc2cccnc12	25.2
45	CC/C=C\CO[C@H]1Cc2cc3ccc(=O)oc3cc2OC1(C)C	97.8
46	COC(=O)c1ccc2nc(C)c(C(N)=O)nc2c1	89.9
47	O=C/C(Cl)=C(/Cl)C(=O)O	96.0&90.2
48	CC(C)CCNC(=O)[C@@H](CC(C)C)n1ccc2ncccc2c1=O	92.4
49	O=C1C(=O)c2ccccc2C(O)=C1CCCCCCCCCCBr	97.6
50	CCOP(=O)(Nc1cccc2oc(=O)c3ccccc3c12)OCC	96.3
51	O=Cc1ccc2c(c1)OCO2	111.1
52	CCCCC(CC)COC(=O)c1cccc(C(=O)OCC(CC)CCCC)c1 (configuration not stated)	105.0
53	O=C(CNc1nc(-c2cccc([N+](=O)[O-])c2)cs1)Nc1ccc([N+](=O)[O-])cc1Cl	100.3
54	CC1=C[C@H]2c3c(c(O)c(O)c4oc5c(C)cccc5c(=O)c34)[C@H](c3cc(O)c(O)c4oc5c(C)cccc5c(=O)c34)[C@H]2C(C)(C)C1	-14.5*
55	O=C(COc1ccc(/C=C2\COc3ccc4ccccc4c3C2=O)cc1)c1ccc(Cl)cc1	93.9
56	CC(=O)c1cc(O)c(O)cc1O	99.2
57	O=C(/C=C\c1ccccc1)SC(=O)OCc1ccccc1	86.5
58	CN(Cc1cc(Br)cc(Br)c1O)Cc1cc(Br)cc(Br)c1O	22.7
59	COc1ccc(C(=O)CSc2nc(-c3ccc(Cl)cc3)c(C#N)c(=O)[nH]2)cc1	99.2
60	O=C1[C@H]2Cc3c([nH]c4ccccc34)[C@@H](c3ccc(Cl)cc3)N2C(=O)CN1C1CCN(CC2CCCCC2)CC1	88.9
61	CCCCCCn1c(O)c(N=Nc2nc(-c3cc4ccccc4oc3=O)cs2)c2ccccc21	87.8
62	CNC(=O)Oc1cccc(C(F)(F)F)c1	113.7
63	O=C(NP(=O)(N1CC1)N1CC1)OCc1ccccc1	100.8
64	CCOC(=O)n1cc(-c2nonc2-c2cn(C)c3ccc(Br)cc23)c2cc(F)ccc21	92.5
65	Brc1cccc(/C=N/Nc2nc(N/N=C/c3cccc(Br)c3)nc(N3CCCCC3)n2)c1	92.3
66	CCCCNC(=O)Oc1ccc(C(=O)OCCC)cc1	101.3
67	CCN1C(=S)N(CC)C2C1NC(=O)N2/N=C/C=C/c1ccccc1[N+](=O)[O-] (configuration not stated)	84.6
68	CC(C)CCC[C@@H](C)[C@H]1CCC2C3=CCn4c(=O)ccc(=O)n4C3CC[C@@]21C (some centres not stated)	-43.3*
69	NC(=O)Cc1c(O)cc(Br)c(OC(=O)NCCCCN=C(N)N)c1Br	98.0
70	COc1ccc(-c2cccc3cc4c(cc23)OCO4)cc1	100.5
71	OC(CNCc1ccccc1)Cn1c2ccccc2c2ccccc21 (configuration not stated)	98.7
72	COc1ncc(OC)c(S(=O)(=O)Nc2ccc(N/C=C/C(=O)c3cc4c(ccc5ccccc54)oc3=O)cc2)n1	104.3
73	COc1ccc(C(=O)O)cc1.[Ag]	-46.0*
74	COc1ccc(-c2oc3c(OC)c4c(c(OC)c3c2-c2cc3c(OC)c5c(c(OC)c3oc2=O)OCO5)OCO4)cc1	98.9
75	CCOC(=O)C1=C(SC)N=C2C(c3nc4ccccc4s3)=Cc3cc(Br)ccc3N2N=C1N	92.2
76	Cc1nc(C)c(C(=O)O)cc1C(=O)O	106.1
77	N#C/C(=C\c1ccc(Br)cc1)n1nnc2ccccc21	2.6*
78	O=C(Nc1ncc(Cc2ccc(Cl)c(Cl)c2)s1)c1cc(Br)cs1	88.4
79	COc1ccc(NC(=O)c2cc3ccccc3nc2Nc2cc(OC)c(OC)c(OC)c2)cc1	67.3
80	Nn1c(SCC(=O)Nc2cccc(Br)c2)nnc1-c1ccc(NC(=O)c2cccnc2)cc1	102.7
81	O/N=C1\c2ccccc2-c2ccc(O)cc21	91.7
82	CCOC(=O)c1csc(N/N=C/c2cn(-c3ccc(C(=O)O)cc3)nc2-c2ccc(C(=O)O)cc2)n1	109.9
83	O=C(c1cccnc1)C1Cc2ccccc2C1=O (configuration not stated)	94.1
84	COc1ccc(/C=C/C(=O)c2ccc(NC(=O)CSc3nc4c([nH]3)c(=O)n(C)c(=O)n4C)cc2)cc1	101.5
85	COc1cc(/C=N/Nc2ccccc2Cl)cc(OC)c1OC	82.8
86	COc1ccc(/C=C/C(=O)Nc2cccnc2Nc2ccc(F)cc2)cc1OC	87.5
87	CNC1(S(=O)(=O)O)C(=O)Nc2ccccc21 (configuration not stated)	108.7
88	O=C(Nc1c(Cl)cccc1Cl)OCCOc1ccc(Cl)cc1Cl	74.5
89	Nc1n[nH]c2cccc(C#Cc3cccc(NC(=O)c4cc(F)cc(C(F)(F)F)c4)c3)c12	37.7
90	C=C(C)[C@@H]1CC[C@]2(C(=O)NCCCC[C@@H](CO)NCCN)CC[C@]3(C)[C@H](CC[C@@H]4[C@@]5(C)CC[C@H](O)C(C)(C)[C@@H]5CC[C@]43C)[C@@H]12	100.9

(continued)
nr	structure	HL-60(TB)
91	Cc1nc2cc(Nc3nc(Nc4ccc(F)cc4)nc(Nc4c(F)cccc4F)n3)ccc2n1Cc1ccccc1	76.0
92	O=C(CCCCCCCCC(=O)N/N=C\c1cc(Cl)ccc1O)N/N=C\c1cc(Cl)ccc1O	9.8*
93	C1=Cc2ccccc2N(c2nnc(-c3ccccc3)o2)c2ccccc21	86.8
94	CN(Cc1ccccc1)c1nc(Cl)c(C=O)s1	79.4
95	COC12CC(=O)C(C(C)=O)=C(O)C1(C)c1c(O)c(C)c(O)c(C(C)=O)c1O2 (configuration not stated)	61.7
96	OC[C@@H](O)[C@@H](O[C@@H]1O[C@H](CO)[C@H](O)[C@H](O)[C@H]1O)[C@H](O)[C@@H](O)CO	106.1
97	Cc1cc(N(CCCNc2ccnc3cc(Cl)ccc23)Cc2cccs2)nc(Cl)n1	-3.1*
98	O=C1Nc2ccc(Cl)cc2/C1=C/c1cccs1	98.0
99	CC(C)COC(C(=O)OCCN(C)C)(c1ccccc1)c1ccccc1	96.8
100	OCC[C@@H]1C[C@@H]1c1cc2ccccc2o1	96.5
101	COc1ccc(C(O)c2cnccc2NC2CCCCC2)cc1OC (configuration not stated)	82.4
102	Cc1ccc(P(=O)(O)O)cc1	106.6
103	Cc1c(NC(C)C)c(=O)n(-c2ccccc2)n1C	103.7
104	C=C1SC(=Nc2ccc(Cl)cc2)N(c2nc(Cl)nc(Cl)n2)C12CCCCC2	106.3
105	C=CCN(CC=C)C(=O)CCN1CC1C (configuration not stated)	108.1
106	Cc1nn(-c2ccccc2)c2nc3c(cc12)C(=O)CCC3	113.5
107	Cc1[nH]c2ccccc2c(=O)c1CC=C(Cl)Cl	57.5
108	N/C(=N\c1nc2ccccc2s1)NC(=O)NCc1ccccc1	54.3
109	C=CC(=O)NC1c2ccccc2Oc2ccccc21	98.3
110	O=C(CCC(=O)Nc1ccc(-n2nnc3cc(Cl)c(Cl)cc32)cc1)Nc1ccc(-n2nnc3cc(Cl)c(Cl)cc32)cc1	52.2
111	C=C1CCC2C3(C)COC(c4ccco4)OC3CCC2(C)C1CC(Sc1ccccc1)C1=CCOC1=O (configuration not stated)	-21.6*
112	Fc1cc(-c2nnc3sc(-c4ccc(Cl)cc4Cl)nn23)c(Cl)cc1Cl	161.2
113	C=C1C(=O)O[C@H]2[C@H]1CC/C(COC(=O)N[C@H](Cc1c[nH]c3ccccc13)C(=O)OC)=C\CC[C@@]1(C)O[C@@H]21	-58.0*
114	C/C=C(\C)C(=O)O[C@@H]1C(O)[C@H]2OC(COC(=O)CCC(=O)CCCCCC[C@H](CCCCC)O[C@@H]3OC(C)[C@H](OC(C)=O)C(O)[C@H]3O2)[C@H]1OC(=O)/C=C/c1ccccc1 (some centres not stated)	17.8
115	Cc1ccc(-c2nc3ccccn3c2/C=C2/C(=O)Nc3cc(Cl)ccc32)cc1	50.3
116	CN(CCCNC(=O)c1cccc(C(=O)O)c1)CCCNC(=O)c1cc(NC(=O)c2cc(NC(=O)c3cc(NC(=O)c4nc(NC(=O)[C@H](N)CCNC(=O)c5cc(NC(=O)c6cc(NC(=O)c7cc(NC(=O)c8nccn8C)cn7C)cn6C)cn5C)cn4C)cn3C)cn2C)cn1C	107.1
117	CCCOC1=C(Cl)C(=O)c2cccc([N+](=O)[O-])c2C1=O	66.7
118	Oc1cccnc1Cl	74.9
119	O=C(O)CCC(=O)O	108.9&94.2&113.0&118.6
120	O=[N+]([O-])c1ccccc1-c1nc2ccccc2s1	100.8
121	CCCCn1c(N)c(N(CC)C(=O)c2ccc(Cl)cc2)c(=O)[nH]c1=O	101.2
122	Cc1ccc(-c2noc(C)n2)cc1	100.0
